Screening results deposited in PubChem BioAssay by National Center for Advancing Translational Sciences (NCATS).
EPAC1 antagonist = blocks human EPAC1 exchange factor; Potency, µM (highest dose often 115 µM), for inactives: top-dose activity change, negative = inhibition, usual class: inhibitors; 360,000 tested, 0.14% active; EPAC1 GEF assay, Rap1b-BODIPY-GDP exchange fluorescence; AID 720709; O95398;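 note: potency is the fitted concentration of half-maximal effect; plate controls were vehicle for no effect and positive control for full effect; nearly all actives have a fitted effect of over 50% in size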
PLK1 PBD inh = blocks phosphopeptide binding to human PLK1 polo-box domain | P53350 | Plk1 PBD binding of FITC phosphopeptide, fluorescence polarization | Potency, µM, for the others: max response, negative = inhibition, actives largely listed as inhibitors | 360,000 tested, 2.8% active | AID 720504; note: potency is the fitted concentration of half-maximal effect; series mostly up to about 57 µM; % is set by controls: 0 for no effect and ±100 for the full control effect; nearly all actives have a fitted effect of over 65% in size
GLP-1R inv ag = GLP-1 receptor (human) inverse agonism; Potency, µM (highest dose often 38.3 µM), for inactives: top-dose activity change, negative = inhibition, most hits filed as inhibitors; 410,000 tested, 1.6% active; P43220; HEK293 GLP-1R CRE-luciferase, luminescence, 24 h; GLP-1R form is constitutively active; note: potency is the fitted concentration of half-maximal effect; % is set by controls: 0 for no effect and ±100 for the full control effect; nearly all actives have a fitted effect of over 55% in size
Target sequence (P43220 whole entry, looked up): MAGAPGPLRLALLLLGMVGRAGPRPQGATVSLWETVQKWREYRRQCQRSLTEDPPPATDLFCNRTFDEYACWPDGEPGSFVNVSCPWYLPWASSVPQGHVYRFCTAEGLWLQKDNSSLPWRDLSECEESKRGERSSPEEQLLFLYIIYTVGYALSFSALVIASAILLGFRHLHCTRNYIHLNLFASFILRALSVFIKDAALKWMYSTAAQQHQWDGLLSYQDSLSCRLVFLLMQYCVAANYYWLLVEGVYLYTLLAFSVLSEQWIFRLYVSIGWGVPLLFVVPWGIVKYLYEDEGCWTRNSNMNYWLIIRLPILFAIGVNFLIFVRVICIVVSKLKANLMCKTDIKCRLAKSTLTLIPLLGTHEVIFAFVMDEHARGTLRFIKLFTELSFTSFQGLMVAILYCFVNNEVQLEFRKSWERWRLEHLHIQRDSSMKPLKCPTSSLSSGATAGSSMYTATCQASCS
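HEK293 cells stably co-expressing constitutively active GLP-1R and a cAMP-responsive luciferase reporter were seeded in DMEM with 10% Nu serum, given compounds after 12 h, and incubated 24 h at 37 deg C. Luminescence was then read.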
EPAC1 agonist = EPAC1 (human) agonism; O95398; EPAC1 agonist qHTS, biochemical assay; response scale: 100% = response to 6.5 mM cAMP; Potency, µM (titrated, usually from 154 µM), for the others: at the top dose activation, actives largely listed as activators; 360,000 tested, 0.073% active; note: potency is the fitted concentration of half-maximal effect; nearly all actives have a fitted effect of over 60% in size
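Read-out is the fluorescence drop as BODIPY-GDP leaves Rap1B (480 nm excitation, 540 nm emission), recorded every 5 minutes over 30 minutes. Reactions held 100 nM EPAC1, 250 nM Rap1B–BODIPY-GDP and 50 uM GDP, with 6.5 mM cAMP setting full activation.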
HEK293 tox = cytotoxicity in counter-screen for GLP-1R inverse agonists. HEK293 cAMP-luciferase reporter cells, luminescence, 24 h. 410,000 tested, 0.13% active. AID 624418. Potency, µM (titrated, usually from 38.3 µM), for inactives: at the top dose activity change, negative = inhibition, usual class: inhibitors;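 note: loss of luciferase light is scored as toxicity; potency is the fitted concentration of half-maximal effect; % is set by controls: 0 for no effect and ±100 for the full control effect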
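Compound-treated cells are incubated 24 hr at 37 deg C under 5% CO2 after a 12 hour attachment period, then luciferase detection reagent is added and luminescence is measured following 12 min at room temperature; lowered signal indicates toxicity.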
GLP1R ag = agonists of human GLP-1 receptor; Potency, µM (top dose mostly 45.6 µM), inactives show at the highest dose activation, hits mostly activators; 380,000 tested, 0.007% active; HEK293 GLP-1R CRE-luciferase, luminescence, 4-6 h; cells express a hypersensitive GLP-1R form; note: potency is the fitted concentration of half-maximal effect; % of control where 0% means no effect
PTHR1 agonist = PTHR1 (human) receptor agonism | HEK293 GP2 PTHR1 cells, GloSensor cAMP luminescence, 1 h | Potency, µM (top dose mostly 115 µM), without a hit: at the highest dose activation, actives largely listed as activators | 410,000 tested, 0.075% active; note: potency is the fitted concentration of half-maximal effect; nearly all actives have a fitted effect of over 55% in size; some results filed as inactive show a strong effect at the top dose; inactives centre near -15; many of its hits are not listed in these tables
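HEK-293-derived GP2 cells expressing PTHR1 and a GloSensor cAMP reporter, 3,000/well, plated overnight, given luciferin plus IBMX (each 0.5 mM as added) for 1 h at 37 °C, then compound for 1 h at 37 °C. Luminescence was read after 15 min at room temperature.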
PI5P4Ka inh = PI5P4K alpha (human) kinase inhibition; AID 652105; PI5P4Kalpha enzyme, ADP-Glo luminescence, 60 min; hits give low values; 330,000 tested, 1.2% active; max response, %; active = max response of -50% or lower; inconclusive = between -30% and -50%; inactive = -30% or higher; note: value at the top dose of about 77 µM; % is set by controls: 0 for no effect and ±100 for the full control effect
Target sequence (P48426 whole entry, looked up): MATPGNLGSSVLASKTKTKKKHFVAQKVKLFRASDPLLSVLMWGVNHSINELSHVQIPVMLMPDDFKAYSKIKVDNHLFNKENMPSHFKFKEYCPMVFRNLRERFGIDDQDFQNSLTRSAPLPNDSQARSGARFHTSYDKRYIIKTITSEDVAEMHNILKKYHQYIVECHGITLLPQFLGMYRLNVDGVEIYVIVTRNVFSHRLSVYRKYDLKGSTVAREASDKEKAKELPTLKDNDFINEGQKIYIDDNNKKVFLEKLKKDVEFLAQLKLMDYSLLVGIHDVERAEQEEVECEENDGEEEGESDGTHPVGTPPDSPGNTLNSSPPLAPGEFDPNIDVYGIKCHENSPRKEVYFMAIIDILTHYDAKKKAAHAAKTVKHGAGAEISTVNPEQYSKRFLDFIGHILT
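PI5P4Kalpha ADP-Glo assay; 5 microM ATP final; 60 min RT reaction; HEPES pH 7.4/EGTA/CHAPS, 5% DMSO; controls lacking substrate or enzyme; luminescent end-point.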
IL-2 act = IL-2 activation. AID 652025. 360,000 tested, 0.065% active. IL-2 activation reporter assay, cell-based qHTS; stimulated with anti-CD3/CD4/CD28 beads; in transgenic mouse T cells. activation, % (series mostly up to about 46 µM); in the data active = activation above about 50%; inconclusive = mostly about 30% to 49%; note: 0% is about no effect
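Screening format: compound pinned onto unstimulated transgenic mouse T cells, 60 min incubation, then anti-CD3/anti-CD4/anti-CD28 bead stimulation for 18 hours at 37 degrees C, followed by EGFP and DsRed detection.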
* marks the source's active call; other numbers are inactive results; i = inactive; ? = inconclusive; . = not tested or not shown; & = joins results of further samples; [ ] = another dose, or the depositor's remark. Unless noted, calls come from the whole dose curve; as a rule, active = well fitted curve in the direction sought with a large enough effect; inconclusive = small, poorly fitted or top-dose-only effect, or another doubt; inactive = no such curve, though single readings can be large; an effect the other way counts as inactive or inconclusive. A portion of the library. The share of hits here may be higher or lower than overall.

[1] CCN(CC)CCNC(=O)c1cc(Cl)c(N)cc1OC
[2] CN1CCOC(c2ccccc2)c2ccccc2C1 (stereo not drawn)
[3] OC(C#CCN1CCCC1)(c1ccccc1)c1ccccc1
[4] Cc1nc2ccccn2c(=O)c1CCN1CCC(C(=O)c2ccc(F)cc2)CC1
[5] COc1cc2c(c(OC)c1OC)-c1c(cc3c(c1OC)OCO3)[C@@H](OC(C)=O)[C@H](C)[C@H](C)C2
[6] CC1(C)Cc2c(sc(NC(=S)NC(=O)c3ccccc3)c2C(=O)O)CO1
[7] Cn1c(=O)c2c(ncn2CC2OCCO2)n(C)c1=O
[8] CC(=O)Nc1ccc(C(=O)O)cc1
[9] CCOc1ccc(C(=O)OCCN(CC)CC)cc1
[10] CCN(CC)CCOC(=O)C1(c2ccccc2)CCCC1
Compound | 1 | 2 | 3 | 4 | 5 | 6 | 7 | 8 | 9 | 10
EPAC1 antagonist | -13.4% | -5.1% | -3.8% | 2.1% | -12.6% | -10.0% | 15.5% | 12.3% | 3.4% | 9.8%
PLK1 PBD inh | -22.0% | -4.1% | -5.1% | -2.0% | -7.8% | -13.9% | -4.8% | 0.8% | -5.7% | -11.6%
GLP-1R inv ag | 2.0% | -13.9% | ? | -2.4% | ? | 0.9% | 7.4% | 5.1% | ? | -26.7%
EPAC1 agonist | -17.4% | 4.9% | 7.7% | -9.4% | -14.8% | 20.7% | -0.1% | -13.7% | 5.3% | -0.9%
HEK293 tox | -2.5% | 3.3% | 17.5% | -17.4% | -4.7% | 4.7% | 1.5% | -7.8% | 1.1% | -8.6%
GLP1R ag | -2.6%&-3.4% | 18.7% | -1.3%&0.8% | 12.3%&-1.2% | 8.7% | -0.2% | -1.8%&-3.6% | -9.5%&-2.8% | 2.8%&0.9% | -2.5%&-0.9%
PTHR1 agonist | 8.9% | -25.4% | -14.6% | -24.4% | -17.0% | -65.7%[inhibitor] | -19.2% | -22.8% | i | i
PI5P4Ka inh | 0.1 | 8.5 | -5.2 | -1.4 | 2.2 | -2.6 | 0.9 | -1.2 | 2.4 | .
IL-2 act | -0.4 | -0.5 | 0.9 | 0.2 | 1.6 | 0.6 | 0.4 | 0.2 | 2.6 | -1.7

[11] CC(=O)c1ccc(S(=O)(=O)NC(=O)NC2CCCCC2)cc1
[12] COc1ccc(C(=O)CC(=O)c2ccc(C(C)(C)C)cc2)cc1
[13] CCCNC(C)C(=O)Nc1c(C)csc1C(=O)OC (stereo not drawn)
[14] CCOc1ccc(NC(=O)Cn2cc(C(=O)c3ccco3)c3ccccc32)cc1
[15] CCc1cc(=O)oc2c(CNC(Cc3ccccc3)C(=O)O)c(O)ccc12 (stereo not drawn)
[16] Cc1cc(Nc2cc(N3CCN(C)CC3)nc(Sc3ccc(NC(=O)C4CC4)cc3)n2)n[nH]1
[17] C=CC1=C(C(=O)O)N2C(=O)[C@@H](NC(=O)/C(=N\O)c3csc(N)n3)[C@H]2SC1 (stereo in doubt)
[18] O=C(NCCc1c[nH]c2ccccc12)c1cccnc1
[19] C[C@]12CCC(=O)C=C1CC[C@@H]1[C@@H]2CC[C@@]2(C)[C@H]1CC[C@]2(O)C(=O)CO
[20] Cc1cc(-c2ccccc2)nnc1NCCN1CCOCC1
Compound | 11 | 12 | 13 | 14 | 15 | 16 | 17 | 18 | 19 | 20
EPAC1 antagonist | -2.7% | -3.9% | -16.2% | 19.7% | -19.4% | ? | 6.8% | -11.5% | 27.7% | 2.5%
PLK1 PBD inh | -10.0% | -10.6% | -1.7% | -10.8% | -14.9% | . | -20.5% | 3.0% | -5.1% | ?
GLP-1R inv ag | 2.6% | 3.1% | -0.8% | -17.6%&-3.8% | 5.6% | . | -1.4% | 8.7% | 0.5% | -1.5%
EPAC1 agonist | 2.6% | -17.1% | -22.6% | 8.2% | -4.3% | 0.1% | -0.8% | 2.7% | -5.6% | -30.7%[inhibitor]
HEK293 tox | 8.4% | 0.2% | 9.3% | 0.3%&-12.4% | 19.3% | . | 6.3% | -9.5% | 7.8% | -1.9%
GLP1R ag | -4.0%&-0.1% | 2.7%&9.7% | 13.5% | -7.7% | 3.3% | 5.4% | -2.8% | 19.8%&2.0% | -4.1%&5.1% | 0.3%
PTHR1 agonist | -20.7% | -51.1%[inhibitor] | -18.3% | -10.7% | i | -12.7% | i | -26.6% | -21.0% | i
PI5P4Ka inh | -2.7 | 7.8 | -0.5 | . | -1.5 | . | ? | -1.1 | 0.9 | -19.7
IL-2 act | -0.5 | -0.2 | -0.5 | 0.3 | -0.2 | 0.1 | 0.0 | 0.3 | -0.7 | 0.6

[21] Cc1ccc(CN2CCN(Cc3cccc4nccnc34)CC2CCO)cc1 (stereo not drawn)
[22] CCCn1cnc2c1c(=O)n(CCCCC(C)=O)c(=O)n2C
[23] CC(=O)OCC1=C[C@@H]2OC(=O)C3=CO[C@@H](O[C@@H]4O[C@H](CO)[C@@H](O)[C@H](O)[C@H]4O)[C@H]1[C@@H]32
[24] CC[N+](C)(CC)CCOC(=O)C(O)(c1ccccc1)C1CCCCC1 (stereo not drawn)
[25] NC(=O)c1cn(Cc2c(F)cccc2F)nn1
[26] c1ccc(CC2=NCCN2)cc1
[27] COc1ccc(/C=C/C(=O)Nc2ccccc2C(=O)O)cc1OC
[28] Cc1c(NC(=O)c2cccnc2)c(=O)n(-c2ccccc2)n1C
[29] CC(COc1ccccc1)NC(C)C(O)c1ccc(O)cc1 (stereo not drawn)
[30] Oc1ccc(/C=C/c2cc(O)cc(O)c2)cc1
Compound | 21 | 22 | 23 | 24 | 25 | 26 | 27 | 28 | 29 | 30
EPAC1 antagonist | 4.1% | 0.8% | 15.1% | -4.2% | 1.1% | -24.0% | 1.9% | -2.6% | 0.1% | -27.4%
PLK1 PBD inh | 1.1% | . | 2.6% | -0.1% | -4.5% | -7.7% | . | 4.8% | -18.7% | -8.7%
GLP-1R inv ag | 4.4% | . | 0.0% | -15.0% | 13.8% | -1.7% | . | 4.0% | 20.6% | ?
EPAC1 agonist | 3.5% | 6.9% | -15.3% | -13.2% | 4.2% | 10.3% | -20.9% | -5.0% | -12.8% | -6.4%
HEK293 tox | 3.5% | . | 7.6% | -1.7% | -4.3% | 4.6% | . | 17.7% | 2.1% | -4.9%
GLP1R ag | 0.9% | 18.5%&21.6% | -4.0% | -4.9%&-3.4% | 5.2%&2.5% | 8.7% | -6.3%&-0.1% | -2.7% | 47.3% | 13.0%
PTHR1 agonist | i | -13.7% | 7.3% | i | i | -17.4% | -41.7%[inhibitor] | ? | -24.9% | -45.4%[inhibitor]
PI5P4Ka inh | -1.3 | . | 7.5 | 7.2 | -1.5 | -1.1 | . | 1.4 | -2.8 | -7.4
IL-2 act | -1.7 | 0.0 | -0.2 | -0.2 | 1.2 | -0.7 | 4.2 | -2.6 | 0.1 | -0.3

[31] COC(=O)c1ccc(O)cc1
[32] CCOC(=O)c1ccc(N)cc1
[33] CCCCCCO
[34] COc1ccc(C(=O)NCc2ccc(OCCN(C)C)cc2)cc1OC
[35] CC(=O)NC(Cc1ccccc1)C(=O)O (stereo not drawn)
[36] CCOc1ccccc1C(N)=O
[37] CC(C(=O)O)c1ccc(C(=O)c2cccs2)cc1 (stereo not drawn)
[38] c1ccc(CN(CC2=NCCN2)c2ccccc2)cc1
[39] COc1ccccc1N1CCN(CCCNc2cc(=O)n(C)c(=O)n2C)CC1
[40] O=C(CCN1CCC(c2ccccc2)C1)c1ccc2c(c1)OCCO2 (stereo not drawn)
Compound | 31 | 32 | 33 | 34 | 35 | 36 | 37 | 38 | 39 | 40
EPAC1 antagonist | -14.5% | -13.0% | -19.9% | 8.6% | -17.9% | 4.5% | -4.0% | -26.3%&16.0% | -0.2% | -19.1%
PLK1 PBD inh | 3.6% | -10.4% | -2.5% | 1.1% | -3.8% | -3.6% | -8.2% | -12.7%&-1.2% | 5.5% | 5.97µM*
GLP-1R inv ag | 59.1%[activator] | 3.9% | 0.2% | -14.8% | 10.8% | -6.7% | 6.9% | -20.6%&0.0% | 5.1% | 5.2%
EPAC1 agonist | 3.0% | -6.9% | 13.5% | 4.8% | -21.7% | -21.8% | -24.8% | -21.1%&-7.6% | -2.8% | -10.7%
HEK293 tox | 1.0% | 4.5% | 4.1% | 1.6% | -3.4% | -0.1% | 4.3% | 5.8%&-5.3% | 7.2% | 13.0%
GLP1R ag | -1.2%&0.2% | ? | -4.1% | 5.7%&3.9% | -1.2%&3.8% | -3.6%&-1.5% | 0.5% | 9.3%&6.7%&-3.6% | 0.3%&-2.2%&0.0% | 26.5%&6.2%
PTHR1 agonist | i | i | -6.7% | -6.9% | -32.6% | i | 19.3% | -11.0% | -6.7% | -24.4%
PI5P4Ka inh | 2.1 | 2.7 | 2.0 | -4.9 | -7.8 | 0.8 | 0.9 | -1.5&-3.9 | -21.7 | -4.8
IL-2 act | -2.6 | 1.1 | 1.3 | 0.3 | 1.7 | -0.2 | 1.3 | 0.1&-0.4 | 1.0 | -0.7
